Screening results from PubChem BioAssay.
Lipid storage S3: qHTS Assay for Lipid Storage Modulators in Drosophila S3 Cells | Drosophila S3 cells, BODIPY lipid droplet fluorescence, 18-24 h; cells fed with added oleic acid | Potency in µM for hits, for the others lipid storage change, negative = inhibition, % at the top dose, mostly 46.1 µM | hit rate 0.64% among 320,000; active means well fitted inhibition curve with a large enough effect in the signal ratio, with a control signal flat, not every such curve was filed as active; inconclusive means small, poorly fitted or top-dose-only effect, or effect the other way, or a change in a side signal; the % refers to the signal ratio
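Drosophila S3 cells loaded with oleic acid (400 uM, as added) and compounds at several concentrations; lipid droplets imaged by 488-nm laser-scanning cytometry, 500–530 nm intensity and object ratio to cell channel. Percent activity normalized to 20 uM Triacsin C.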
Lipid storage S3 cell count max: recorded beside Lipid storage S3, whose call it bears; cell number change, %; measured here: cell count max response;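 cells counted by Cell Tracker Red CMTPX staining in the red channel; peak over a dose series mostly up to 46.1 µM; percent activity relative to internal control wells on each plate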
Numbers without * were called inactive; i = inactive; ? = inconclusive; nt = not tested or not shown; [ ] = remark or other dose. On the % scale 0 is the no-effect control and ±100 the full control effect; potency means the concentration at half of the fitted maximal effect.

SMILES	Lipid storage S3	Lipid storage S3 cell count max
O=C1CC(C(=O)NCc2ccccc2)N=C(N2CCCCC2)N1 (configuration not stated)	?	nt
CCCCn1c(-c2ccco2)n[nH]c1=S	14%	15
NC1=NC(c2cn[nH]c2-c2ccc(F)cc2)n2c(nc3ccccc32)N1 (configuration not stated)	?	nt
CCc1c(OC(C)=O)c2ccccc2n(C)c1=O	6%	3
Cc1cc(F)ccc1NC(=O)c1cnccn1	-4%	-17
CC1CCN(CCn2c(=S)[nH]c3cc4c(cc3c2=O)OCO4)CC1	1%	3
CC(Sc1ncnc2sc(-c3ccccc3)cc12)C(=O)NCC1CCCO1 (configuration not stated)	?	nt
CCOc1ccccc1N(CC(=O)NC1CCCCC1)S(=O)(=O)c1ccccc1	i	4
CCOC(=O)COc1ccccc1/C=C1/NC(=O)NC1=O	-1%	-5
CSCCC(NS(=O)(=O)c1ccc(Cl)cc1)C(=O)OCC(=O)c1ccc(F)cc1 (configuration not stated)	?	nt
CCN(CC)Cc1c(C(=O)N/N=C/c2cccs2)nnn1-c1nonc1N	?	nt
Cc1ccc(C2=NS(=O)(=O)N(C)C(C(=O)N3CCOCC3)=C2)cc1	4%	17
O=C1C(Cl)=C(N2CCOCC2)C(=O)N1c1ccccc1F	i	-18
CCOC(=O)COc1ccc2c(c1)c(C(C)=O)c(C)n2-c1ccc(OC)cc1	10%	nt
O=C(Cc1c(F)cccc1Cl)NNC(=O)c1ccncc1	?	nt
N#Cc1ccc(-c2nc3ccc(Br)cc3c(=O)n2O)cc1	-3%	8
Cc1cc(C(=O)NC2CCCc3c2cnn3-c2ccccc2F)nc(C)n1 (configuration not stated)	?	nt
Cc1ccc(S(=O)(=O)N2CCC(C(=O)NCCC3=CCCCC3)CC2)cc1C	i	nt
COc1ccccc1Nc1nc2ccc(C)cc2n2cnnc12	?	nt
CCOC(=O)c1ccc(NC(=O)CSC(=S)N2CCOCC2)cc1	-12%	4
CCCCCC(=O)Nc1ccc(C(=O)CN2C(=O)NC3(CCCCCC3)C2=O)cc1	?	nt
O=C(CCn1c(=O)c2cccn2c2cccnc21)NCc1cccc(Cl)c1	?	nt
O=S(=O)(NC1CCCCCCC1)c1ccccc1	-17%	-5
CCOC(=O)c1ccc(NC(=O)COC(=O)c2cccc(Oc3ccccc3)c2)cc1	-3%	0
Cc1ccc(C(=O)NNC2=NC(C)(C)Cc3ccccc32)cc1	?	nt
c1ccc(N2CCN(Cc3cn4cccnc4n3)CC2)cc1	-5%[9.22 µM]	0
O=C(NC1CCCC1)C(c1ccccc1)N(C(=O)c1ccco1)C1CCCC1 (configuration not stated)	1%	-1
O=C(CSc1nncs1)Nc1ccc(Cl)cc1C(F)(F)F	?	nt
O=C(NC1CCN(C(=S)NCc2ccco2)CC1)c1ccc(F)cc1	4%	-4
Nc1c(C(=O)NCc2ccco2)nnn1CC(=O)Nc1ccccc1	?	nt
CC(=O)N1CCN(Cc2nc3cc(NC(=O)c4ccc(Cl)cc4)ccc3n2C)CC1	?	nt
OC(COc1ccc(OCc2ccccc2)cc1)CN1CCOCC1 (configuration not stated)	i	-10
O=C(Nc1ccc(N2CCN(C(=O)c3ccccc3)CC2)c(Cl)c1)c1cccnc1	?	nt
CSc1nc(C)c(C(=O)Nc2ccccc2)c(C)c1C#N	i	nt
COCCNC(=O)c1ccccc1NC(=O)Nc1ccccc1	3%	12
CCOc1cc2[nH]c(=S)n(CCN3CCCCC3CC)c(=O)c2cc1OCC (configuration not stated)	3%	2
COc1ccc(N2C(=O)CC(NNC(=O)c3cc(C)oc3C)C2=O)cc1 (configuration not stated)	?	nt
CCC(C)[C@H]1CNCCN1CCC12CC3CC(CC(C3)C1)C2 (some centres not stated)	?	nt
Cc1ccc(OCc2ccc(C(=O)NN)o2)c([N+](=O)[O-])c1	10%	7
Cc1occc1C(=O)N1N=C(C2CC2)CC1(O)C(F)(F)F (configuration not stated)	14%	nt
COc1ccc(C2NCCC3(O)CCCCC23)c(OC)c1OC (configuration not stated)	?	nt
CC(C)OCCCn1c(SCC(=O)Nc2ccccc2C(F)(F)F)nc2nccnc2c1=O	-5%	nt
Cc1cccc(NC(=O)c2ccc3[nH]c(=O)c(=O)[nH]c3c2)n1	?	nt
CCc1nn(C(C)C(=O)N2CCN(c3ccc(OC)cc3)CC2)c(=O)c2cc3occc3n12 (configuration not stated)	i	nt
O=S1(=O)C=C(SCCN2CCCCC2)c2ccccc21	23%	24
COc1cc2ccccc2cc1C(=O)Nc1ccc(C)cc1	i	21
O=C(CNC(=O)c1ccc(Br)o1)NCC(=O)OCc1ccccc1	26%	nt
Cc1cc(SCC#N)n2nc(C)c(-c3ccccc3)c2n1	?	nt
Cc1nnc(SCC(=O)Nc2nccs2)n1C(C)C	?	nt
COc1ccc(CC(=O)N2CCNC2=O)cc1	10%	-8
Cc1cccc(-n2ccc(=O)c(C(=O)Nc3ccc(S(=O)(=O)Nc4nccc(C)n4)cc3)n2)c1	i	-13
CC(=O)c1ccc(N2CCN(C(=O)c3noc4c3CSc3ccccc3-4)CC2)cc1	?	nt
O=C(Nc1ccc2nc3n(c(=O)c2c1)CCCCC3)C(=O)N1CCN(c2ccc(F)cc2)CC1	?	nt
O=C(c1ccc(F)cc1)N1CCCCC(Sc2nnc3ccccn23)C1=O (configuration not stated)	?	nt
CCn1c(SCc2nc3ccccc3c(=O)[nH]2)nc2ccccc2c1=O	9%	8
O=c1cc(CSc2ccc(Cl)cc2)[nH]c2[nH]n(-c3ccccc3)c(=O)c12	-2%	25
CCN(CC)C(=O)CC(c1ccc(F)cc1)c1ccco1 (configuration not stated)	3%	-17
COc1ccc2nc(SCC(=O)NCc3ccc(F)cc3)[nH]c2c1	?	nt
NC(=O)NC(=O)CSc1nc2sc(-c3ccccc3)cc2c(=O)n1-c1ccccc1	?	nt
CCN(CC)CCNC(=O)C1(O)c2cc(Br)ccc2NC(=O)N1c1c(F)cccc1F (configuration not stated)	-4%	1

Random excerpt: 6 compounds from above, in no set order.
SMILES	Lipid storage S3	Lipid storage S3 cell count max
O=C(CNC(=O)c1ccc(Br)o1)NCC(=O)OCc1ccccc1	26%	nt
O=C(c1ccc(F)cc1)N1CCCCC(Sc2nnc3ccccn23)C1=O (configuration not stated)	?	nt
CC(=O)c1ccc(N2CCN(C(=O)c3noc4c3CSc3ccccc3-4)CC2)cc1	?	nt
COc1ccc2nc(SCC(=O)NCc3ccc(F)cc3)[nH]c2c1	?	nt
CCN(CC)CCNC(=O)C1(O)c2cc(Br)ccc2NC(=O)N1c1c(F)cccc1F (configuration not stated)	-4%	1
O=C(Nc1ccc2nc3n(c(=O)c2c1)CCCCC3)C(=O)N1CCN(c2ccc(F)cc2)CC1	?	nt

Next results follow:
SMILES	Lipid storage S3	Lipid storage S3 cell count max
CC(=O)Oc1ccc(N2C(=O)C3C4C=CC(CC4)C3C2=O)cc1[N+](=O)[O-] (configuration not stated)	?	nt
O=C(Nc1ccc(O)cc1C(=O)O)c1cccs1	1%	10
COC(=O)c1ccc(C2C(C(C)=O)=C(O)C(=O)N2CCO)cc1 (configuration not stated)	?	nt
COc1ccc(C2CC(c3c(-c4ccccc4)c4cc(Cl)ccc4[nH]c3=O)=NN2C(=O)CCC(=O)O)cc1 (configuration not stated)	3%	1
O=Cc1c(NCc2ccco2)nc2ccccn2c1=O	15%	7
Cc1cccc(C)c1NC(=O)C(=O)NCCOc1ccc(Cl)cc1	26%	-2
CCOC(=O)c1[nH]c(C)c(C(=O)Nc2ccccc2C)c1C	?	nt
O=C(Nc1ccncc1)C1CC1c1ccccc1 (configuration not stated)	?	nt
O=C(Nc1ccnn1C1CCN(Cc2ccccc2OC(F)F)CC1)c1cccnc1	?	nt
COc1ccc(C2=Nc3nc(-c4ccccc4)cn3C(c3ccc(OC)cc3)C2)cc1 (configuration not stated)	-8%	9
O=C(O)c1cccc(NC(=O)c2cccc(S(=O)(=O)Nc3cccc([N+](=O)[O-])c3)c2)c1	?	nt
O=S1(=O)CCC(=Nc2ccc(Cl)cc2)c2ccsc21	-16%	22
CC(O)c1nc2ccccc2n1Cc1ccccc1 (configuration not stated)	i	-4
COc1ccc2nc(SCC(=O)Nc3ccccc3OC)[nH]c2c1	-15%	-5
COc1ccc(S(=O)(=O)N2CCN(C(=O)NCc3ccc(C)cc3)CC2)cc1	?	nt
COc1cc(C(=O)N2CCN(c3ccccn3)CC2)cc(OC)c1OC	13%	-14
CN(Cc1ccccc1)C(=O)N[C@@H](Cc1ccccc1)C(=O)O	?	nt
Cc1ccccc1/[N+]([O-])=C/c1cccs1	?	nt
CCc1nnc(NC(=O)CSc2nc3cc(OC)c(OC)cc3cc2C)s1	-15%	7
Cc1cc(NS(=O)(=O)c2ccc(NC(=O)CN3C(=O)NC(C)(c4ccccc4)C3=O)cc2)nc(C)n1 (configuration not stated)	?	nt
Clc1ccc(Cc2nc(-c3cccnc3)no2)cc1	?	nt
Cc1ccc(NC(=O)NCc2ccncc2)cc1Cl	?	nt
CCOC(=O)C1CCCN(Cc2cc(OC)c(O)c(OC)c2)C1 (configuration not stated)	?	nt
COCCCn1c(=O)c2ccccc2c2ccccc2c1=O	0%	14
O=C(NCCc1ccccc1)C1CCN(S(=O)(=O)c2ccccc2)CC1	?	nt
CC(=O)N(CN1C(=O)c2ccc([N+](=O)[O-])cc2C1=O)c1cccc(C(=O)O)c1	?	nt
CCOc1ccccc1NC(=O)COc1cccc(-n2cnnn2)c1	?	nt
Cn1c2ccccc2c2cc(C(=O)NNC(=O)CCl)sc21	?	nt
COc1ccc(C(=O)NCCn2cc(SCC(=O)NCc3ccco3)c3ccccc32)cc1	-1%	1
Cc1cc(C)cc(-n2ncc3c2CCCC3NC(=O)C2(C(N)=O)CC2)c1 (configuration not stated)	?	nt

Taken from above:
CCc1nnc(NC(=O)CSc2nc3cc(OC)c(OC)cc3cc2C)s1 @ Lipid storage S3 cell count max = 7
COc1ccc(C(=O)NCCn2cc(SCC(=O)NCc3ccco3)c3ccccc32)cc1 @ Lipid storage S3 = -1%

Other records follow.
SMILES	Lipid storage S3	Lipid storage S3 cell count max
Oc1c(CN2CCOCC2)ccc2ccccc12	-2%	9
CC(C)CN(C(=O)COC(=O)c1ccc(Br)cc1)c1c(N)n(Cc2ccccc2)c(=O)[nH]c1=O	?	nt
Cc1ccc(C(=O)O)cc1-c1ccc(/C=C2/NC(=O)N(c3ccccc3)C2=O)o1	?	nt
CCOC(=O)C(=O)N1CCC(Cc2ccccc2)CC1	?	nt
CCCCN(CCNP(=O)(OCC)OCC)CP(=O)(OCC)OCC	-12%	-15
COc1ccc(C)cc1NC(=O)CN1C(=O)COc2ccc(S(=O)(=O)N3CCCCCC3)cc21	?	nt
CCC(CC)c1nnc(NC(=O)C2CC(=O)N(C3CCCC3)C2)s1 (configuration not stated)	?	nt
O=S(=O)(Cc1ccccc1)Nc1ccccc1Br	-25%	3
O=C(Cn1nc(-c2ccccc2)ccc1=O)NCCCN1CCOCC1	-12%	-6
C/C(=N\NS(=O)(=O)c1ccc(C)c([N+](=O)[O-])c1)c1cccs1	?	nt
CCOCCCN(C(=O)Cn1nnc(-c2ccc(OC)c(OC)c2)n1)C(C(=O)NCC1CCCO1)c1ccc(F)cc1 (configuration not stated)	?	nt
CC(C)NC(=O)C(=O)N/N=C/c1ccco1	?	nt
O=C(CN(c1cccc(Cl)c1)S(=O)(=O)c1ccccc1)NN=C1CCCC1	?	nt
O=C(OCc1c(-c2ccccc2)ncc2ccccc12)c1ccc(Cl)cc1Cl	?	nt
C=CCn1c(SCC(=O)Nc2sccc2C(N)=O)nc2sc(CC)cc2c1=O	?	nt
CC(C)CCN1CCN(Cc2cc(F)ccc2-n2cccn2)CC1CCO (configuration not stated)	-1%	18
COc1ccccc1NC(=O)c1c(C)cc(=O)oc1C	?	nt
COc1ccc(-n2c(Cc3cccn3C)nnc2SCC(=O)NCCc2ccccc2)cc1	-3%	3
Cc1noc(/C=C/N(C)C)c1S(=O)(=O)N1CCC(C(=O)Nc2ccc(Cl)cc2)CC1	?	nt
C/C(=C\C(=O)O)C12CC3CC(CC(C3)C1)C2	i	19
Cc1ccc(S(=O)(=O)NC(=O)c2ccccc2F)cc1	-16%	-2
COCCNC(=O)c1csc2c1CCCC2	?	nt
CC(CCc1ccccc1)NC(=O)N1CCOCC1 (configuration not stated)	-4%	-29
O=C(Nc1ccc(O)c2c(=O)cc(-c3cccc(Cl)c3)oc12)c1cccc(Cl)c1	?	nt
COc1ccc(NC(=O)c2cccc3c2C(=O)c2ccc(-c4cnc(OC)nc4)cc2S3(=O)=O)cc1	?	nt
COc1ccc(CCNC(=O)c2cc(-c3cc(Cl)cc(Cl)c3)oc2C)cc1	14%	5
CCOC(=O)c1c(-c2ccc(C)o2)csc1NC(=O)CN1CCOCC1	?	nt
Cc1csc(NC(=O)CSc2sc3c(O)cc(=O)[nH]c3c2C#N)n1	?	nt
Cc1ccc(-n2c(C)cc(C(=O)CN3CCCCC3)c2C)cc1	6%	7
Cc1ccc(C(=O)OCC(=O)N2CCNC2=O)c(C)c1	?	nt
COC(=O)CSc1ncc(OC)c(OC)n1	7%	5

Entries of single compounds from above:
Record of COC(=O)CSc1ncc(OC)c(OC)n1 → Lipid storage S3: 7%; Lipid storage S3 cell count max: 5
Record of CCOC(=O)c1[nH]c(C)c(C(=O)Nc2ccccc2C)c1C → Lipid storage S3: ?; Lipid storage S3 cell count max: nt

The list is partial, so the mix of outcomes need not match the whole.
